Source: PubChem BioAssay (National Center for Advancing Translational Sciences (NCATS))
SW480 rerep = inducers of DNA re-replication in SW480 colon cancer cells. SW480 DNA re-replication, Hoechst DNA content imaging, 48 h. Potency, µM (titrated, usually from 46.1 µM), for inactives: top-dose re-replication activation, hits mostly activators. hit rate 1.8% among 340,000; note: % of control where 0% means no effect; nearly all actives have a fitted effect of over 55% in size
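Treated cells incubate 48 hr (37 C, 5% CO2), are stained 40 min with Hoechst, and nuclear fluorescence is enumerated; a rise in nuclei with high DNA signal marks re-replication.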
ATXN2 expr inh = inhibitors of ATXN2 expression; HEK-293 ATXN2-luciferase reporter, luminescence, 24 h; Potency, µM (titrated, usually from 57 µM), for the others: at the highest dose activity change, negative = inhibition, hits mostly inhibitors; hit rate 0.72% among 360,000; note: % is set by controls: 0 for no effect and ±100 for the full control effect; nearly all actives have a fitted effect of over 55% in size
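qHTS (up to 57 uM final) was run with 24 h compound exposure of reporter cells at 37 °C. Each well was multiplexed: SteadyGlo luminescence measured ATXN2-luciferase expression after a fluorogenic Gly-Phe-AFC viability readout (25 uM final).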
MCF10A rerep = DNA re-replication induction in MCF 10a cells | MCF 10A DNA re-replication, Hoechst nuclear intensity, 48 h | Potency, µM (highest dose often 46.1 µM), without a hit: top-dose activity, positive = re-replication, actives largely listed as activators | hit rate 2.9% among 350,000 | AID 624296; note: % of control where 0% means no effect; nearly all actives have a fitted effect of over 50% in size
S2 tox = cell viability loss in ATXN counter-screen; S2 cells (HEK-293 line with an ATXN2-luciferase reporter) viability, CellTiter-Fluor protease fluorescence, 24 h; hit rate 0.49% among 400,000; Potency, µM (top dose mostly 56.7 µM), hits mostly cytotoxic; note: nearly all actives have a fitted effect of over 40% in size
Numbers without * were called inactive; i = inactive; u = inconclusive; x = not tested or not shown; & = joins results of further samples; [ ] = remark or other dose. Calls come from the whole dose curve; as a rule, active = well fitted curve in the direction sought with a large enough effect; inconclusive = small, poorly fitted or top-dose-only effect, or another doubt; inactive = no such curve, though single readings can be large; an effect the other way counts as inactive or inconclusive. Potency is the fitted concentration of half-maximal effect.

Results follow in this order: MCF10A rerep, ATXN2 expr inh, SW480 rerep, S2 tox
O=C(C[C@@H]1CC=CCCC(=O)O[C@H](c2ccccc2)CNC1=O)NCc1ccc(Cl)cc1
→ x, u, x, x
O=C1NC(=O)C(c2cnc3ccccn23)=C1c1cn2c3c(cccc13)CN(C(=O)N1CCOCC1)CC2
→ x, u, x, x
CC(C)c1noc(N2CCC(COc3ccc(-c4ccc(S(C)(=O)=O)cc4)nc3)CC2)n1
→ x, u, x, x
Nc1nc(N)c2nc(-c3cccc(O)c3)c(-c3cccc(O)c3)nc2n1
→ x, 24.3µM*, x, x
COc1cccc2nc(-c3cccs3)nc(NN3C(=O)C=C(C)C3=O)c12
→ x, 6.11µM*, x, x
CO[C@H]1C[C@@H]2CC[C@@H](C)[C@@](O)(O2)C(=O)C(=O)N2CCCC[C@@H]2C(=O)O[C@H]([C@H](C)C[C@@H]2CC[C@H](OP(C)(C)=O)[C@H](OC)C2)CC(=O)[C@H](C)C=C(C)[C@@H](O)[C@@H](OC)C(=O)[C@H](C)C[C@H](C)C=CC=CC=C1C
→ x, 4.1%, x, x
CC(C)(N)C(=O)N[C@H](COCc1ccccc1)C(=O)N1CCC2(CC1)CN(S(C)(=O)=O)c1ccccc12
→ x, u, x, x
C[C@@H]1CN(CC(=O)Nc2ccc3c(c2)Cc2cccc(-c4cc(=O)cc(N5CCOCC5)o4)c2S3)C[C@H](C)O1
→ x, u, x, x
O=C(C=Cc1ccc(CN(CCO)CCc2c[nH]c3ccccc23)cc1)NO
→ x, -51.7%, x, x
C=CCNc1c(O)cc2c(O)c1C[C@@H](C)C[C@H](OC)[C@@H](O)[C@@H](C)C=C(C)[C@H](OC(N)=O)[C@@H](OC)C=CC=C(C)C(=O)N2
→ x, 0.769µM*, x, x
CC1(C)CCC(CN2CCN(c3ccc(C(=O)NS(=O)(=O)c4ccc(NCC5CCOCC5)c([N+](=O)[O-])c4)c(Oc4cnc5[nH]ccc5c4)c3)CC2)=C(c2ccc(Cl)cc2)C1
→ x, u, x, x
COc1nc(C)cnc1NS(=O)(=O)c1cccnc1-c1ccc(-c2nnco2)cc1
→ x, -7.0%, x, x
Nc1cccc2c1C(=O)N(C1CCC(=O)NC1=O)C2=O (stereo unspecified)
→ x, 5.4%, x, x
CCOC(=O)N1CCN([N+]([O-])=NOc2cc(ON=[N+]([O-])N3CCN(C(=O)OCC)CC3)c([N+](=O)[O-])cc2[N+](=O)[O-])CC1
→ x, 5.0%, x, x
CN(C)c1ccc2cc(C(=O)N[C@@H](CCCN=C(N)CCl)C(=O)NCc3ccccc3)ccc2c1
→ x, 30.6µM*, x, x
CC[C@H](C)C(=O)O[C@H]1C[C@H](O)C=C2C=C[C@H](C)[C@H](CC[C@@H](O)C[C@@H](O)CC(=O)O)[C@H]21
→ x, -8.6%, x, x
CC(C)(C)Cn1c(N)nc2ccc(-c3[nH]c(C(C)(C)C)nc3-c3ccc(F)cc3)nc21
→ x, 27.3µM*, x, x
O=C(C=Cc1ccc(/C=C/C(=O)Nc2ccc(C3=NCCN3)cc2)cc1)Nc1ccc(C2=NCCN2)cc1
→ x, 2.2%, x, x
O=C(Nc1ccc(F)c(C(F)(F)F)c1)Nc1nnc(-c2ccncc2)s1
→ x, -12.2%, x, x
C[C@H](c1ccc(F)cc1CCCC(=O)O)N(c1cc(F)ccc1F)S(=O)(=O)c1ccc(Cl)cc1
→ x, 16.6%, x, x
NCc1c[nH]c(=S)n1[C@H]1CCc2c(F)cc(F)cc2C1
→ x, 49.2%[activator], x, x
Cc1ccc(O)c(C(CCN(C(C)C)C(C)C)c2ccccc2)c1 (stereo unspecified)
→ x, -0.7%, x, x
Cc1nc(N)ncc1-c1nc(N2CCOCC2)c2sc(C(C)(C)O)cc2n1
→ x, u, x, x
Cc1ccc(S(=O)(=O)Nc2cc(Cl)ccc2C(=O)Nc2nc(-c3ccccc3)cs2)cc1
→ x, u, x, x
CCN1CCC(n2cc(CNc3cc(Cl)c4ncc(C#N)c(Nc5ccc(F)c(Cl)c5)c4c3)nn2)CC1
→ x, -18.8%, x, x
COC(=O)[C@@H]1[C@H]2C[C@@H]3c4[nH]c5ccccc5c4CCN3C[C@@H]2CC[C@@H]1O
→ x, 11.3%, x, x
O=C(O)C[C@H](O)C[C@H](O)C=Cc1c(C2CC2)nc2ccccc2c1-c1ccc(F)cc1
→ x, 33.1%[activator], x, x
C=Cc1c(C)c2cc3nc(cc4[nH]c(cc5nc(cc1[nH]2)C(C)=C5CCC(=O)O)c(CCC(=O)OC)c4C)[C@@]1(C)C3=CC=C(C(=O)OC)[C@H]1C(=O)OC
→ x, u, x, x
C1CCc2nnnn2CC1
→ 1.0%, x, 0.0%, i
Cc1c(C)c2c(c(C)c1O)CC[C@@](C)(CCC[C@@H](C)CCC[C@@H](C)CCCC(C)C)O2
→ 5.7%, x, -18.9%[20.6 µM], i

Single records (already shown).
C[C@@H]1CN(CC(=O)Nc2ccc3c(c2)Cc2cccc(-c4cc(=O)cc(N5CCOCC5)o4)c2S3)C[C@H](C)O1 is listed as MCF10A rerep: x; ATXN2 expr inh: u; SW480 rerep: x; S2 tox: x
CC[C@H](C)C(=O)O[C@H]1C[C@H](O)C=C2C=C[C@H](C)[C@H](CC[C@@H](O)C[C@@H](O)CC(=O)O)[C@H]21 is listed as MCF10A rerep: x; ATXN2 expr inh: -8.6%; SW480 rerep: x; S2 tox: x

Entries above that contain a COOH group, in the order listed:
Results follow in this order: MCF10A rerep, ATXN2 expr inh, SW480 rerep, S2 tox
CC[C@H](C)C(=O)O[C@H]1C[C@H](O)C=C2C=C[C@H](C)[C@H](CC[C@@H](O)C[C@@H](O)CC(=O)O)[C@H]21
→ x, -8.6%, x, x
C[C@H](c1ccc(F)cc1CCCC(=O)O)N(c1cc(F)ccc1F)S(=O)(=O)c1ccc(Cl)cc1
→ x, 16.6%, x, x
O=C(O)C[C@H](O)C[C@H](O)C=Cc1c(C2CC2)nc2ccccc2c1-c1ccc(F)cc1
→ x, 33.1%[activator], x, x
C=Cc1c(C)c2cc3nc(cc4[nH]c(cc5nc(cc1[nH]2)C(C)=C5CCC(=O)O)c(CCC(=O)OC)c4C)[C@@]1(C)C3=CC=C(C(=O)OC)[C@H]1C(=O)OC
→ x, u, x, x

Remaining list, next part.
Results follow in this order: MCF10A rerep, ATXN2 expr inh, SW480 rerep, S2 tox
CCCCC(CC)CCC(CC(C)C)OS(=O)(=O)O (stereo unspecified)
→ -6.0%, x, -3.7%, i
Cc1cc(N)c2ccccc2[n+]1CCCCCCCCCC[n+]1c(C)cc(N)c2ccccc21
→ 2.8%[20.6 µM], x, -8.6%[20.6 µM], i
CC(C)(C)c1ccc2c(S(=O)(=O)O)c(C(C)(C)C)ccc2c1
→ 0.3%, x, 1.9%, i
CC(=O)N[C@@H](CC(=O)O)C(=O)N[C@@H](CCC(=O)O)C(=O)O
→ -3.9%, x, -2.7%, i
CC(=O)[C@H]1CC[C@H]2[C@@H]3C=CC4=CC(=O)CC[C@@]4(C)[C@H]3CC[C@]12C
→ -5.3%[20.6 µM], x, -0.5%[20.6 µM], i
CCCCCCCCCC(=O)NO
→ 1.7%, x, -11.3%, i
O=C1Nc2cc(Cl)ccc2Oc2ccccc21
→ x, -4.5%, x, i
CCN(CC)CC(=O)Nc1c(C)cccc1C(=O)OC
→ x, 2.2%, x, i
C[C@H]1C[C@H]2[C@@H]3CCC4=CC(=O)C=C[C@]4(C)[C@@H]3C(=O)C[C@]2(C)[C@@]1(O)C(=O)CO
→ x, -1.2%, x, i
C=C1C(=CC=C2CCC[C@]3(C)[C@@H]([C@H](C)C=C[C@H](C)C(C)C)CC[C@@H]23)C[C@@H](O)C[C@@H]1O
→ x, 103.9%[activator], x, i
N[C@H](C(=O)O)[C@@H](O)c1ccc(O)c(O)c1
→ x, 1.2%, x, i
O=C1Nc2ccccc2C1(c1ccc(O)cc1)c1ccc(O)cc1
→ x, 17.7%, x, i
CC(C)NC(=O)c1ccc(C=O)cc1
→ x, 4.9%, x, i
CC1(C)S[C@@H]2[C@H](N=CN3CCCCCC3)C(=O)N2[C@H]1C(=O)O
→ x, -8.6%, x, i
O=C1[C@@H]2[C@H]3CC[C@H](C3)[C@@H]2C(=O)N1CCCCN1CCN(c2ncccn2)CC1
→ x, -5.8%, x, i
CCc1cccc2c(CCO)c[nH]c12
→ x, 17.5%, x, i
COC(=O)C1=C(C)NC(C)=C(C(=O)OCC(C)=O)C1c1ccccc1[N+](=O)[O-] (stereo unspecified)
→ x, u, x, u
COc1cc(C=C2CCC/C(=C\c3ccc(O)c(OC)c3)C2=O)ccc1O
→ x, 15.8µM*, x, 28.2µM*
Cc1ccc(O)cc1
→ x, 23.5%, x, i
O=C(O)Cc1ccc(OCCNC[C@H](O)c2ccccc2)cc1
→ x, 11.8%, x, i
c1ccc(C(O[C@H]2CCCN(CCc3ccc4c(c3)OCO4)C2)c2ccccc2)cc1
→ x, u, x, u
COc1cc(/C=C/C(N)=O)cc(OC)c1OC
→ x, 17.2%, x, i
CCN(CC)CC(=O)OCC(=O)[C@@]1(O)CC[C@H]2[C@@H]3CCC4=CC(=O)CC[C@]4(C)[C@H]3[C@@H](O)C[C@@]21C
→ x, -5.8%, x, i
Cc1cn([C@H]2C[C@H](F)[C@@H](CO)O2)c(=O)[nH]c1=O
→ x, -3.5%, x, i
CO[C@@]1(NC(=O)C(C(=O)O)c2ccc(O)cc2)C(=O)N2C(C(=O)O)=C(CSc3nnnn3C)CO[C@@H]21 (stereo partly specified)
→ x, 12.0%, x, i
CN(N=O)C(=O)N[C@@H]1[C@@H](O)[C@H](O)[C@@H](CO)O[C@@H]1O
→ x, 8.7%, x, i
CNC(=O)CN(CCN(CCN(CC(=O)[O-])CC(=O)NC)CC(=O)[O-])CC(=O)[O-].O.[Gd+3]
→ x, 6.6%, x, i
C/C=C/c1ccc(OC)cc1
→ x, 13.7%, x, i
O=C(O)Cc1ccccc1Oc1ccc(Cl)cc1Cl
→ x, 8.5%, x, i
CC(C)OC(=O)OCOP(=O)(CO[C@H](C)Cn1cnc2c(N)ncnc21)OCOC(=O)OC(C)C
→ x, u, x, i
CCCC(=O)c1cc(O)c(O)cc1O
→ x, 2.3%[116 µM], x, u
O=P(O)(O)OCC(O)CO (stereo unspecified)
→ x, 1.0%, x, i
COc1cc2nc(N(C)CCCNC(=O)C3CCCO3)nc(N)c2cc1OC (stereo unspecified)
→ x, -4.4%&-18.6%, x, i
O=C(OCCN1CCOCC1)c1cccnc1Nc1cccc(C(F)(F)F)c1
→ x, -16.6%, x, i
COC(=O)C1=C(C)NC(COC(N)=O)=C(C(=O)OC(C)C)C1c1cccc(Cl)c1Cl (stereo unspecified)
→ x, -28.9%, x, u
O=C(OCC(O)CO)c1ccccc1Nc1ccnc2c(C(F)(F)F)cccc12 (stereo unspecified)
→ x, -12.2%, x, i
CCC(C(=O)OCCN1CCOC(c2ccccc2)C1C)c1ccccc1 (stereo unspecified)
→ x, -9.0%, x, i
Cc1cccc(C)c1NC(=O)C(C)N (stereo unspecified)
→ x, 4.9%, x, i
OC1(c2ccc(Cl)cc2)CCNCC1
→ x, -18.1%, x, i
COc1cc(C(=O)NC2CCCNC2)cc(OC)c1OC (stereo unspecified)
→ x, 40.7%[activator], x, i
O=C(O)C(=O)Nc1cccc(C2=NN=N[N]2)c1
→ x, -4.9%, x, i
O=[N+]([O-])c1nccn1CO[C@@H](CO)[C@H](O)CO
→ x, -0.4%, x, i
N#CC1(c2ccc(F)cc2)CCC(=O)CC1
→ x, -0.9%, x, i
CSCC[C@H](NC(=O)[C@H](Cc1c[nH]c2ccccc12)NC(=O)CCNC(=O)OC(C)(C)C)C(=O)N[C@@H](CC(=O)O)C(=O)N[C@@H](Cc1ccccc1)C(N)=O
→ x, 19.1%, x, i
CN[C@H]1[C@@H](O[C@@H]2[C@H](O[C@@H]3[C@@H](O)[C@@H](O)[C@@H](N=C(N)N)[C@@H](O)[C@@H]3N=C(N)N)O[C@H](C)[C@@]2(O)C=O)O[C@@H](CO)[C@@H](O)[C@H]1O
→ x, 1.3%[18.9 µM], x, i
CC(=O)SC[C@@H](C)C(=O)N1CCC[C@H]1C(=O)N[C@@H](Cc1ccccc1)C(=O)O
→ x, -29.7%, x, i

This is a subset; the hit share may differ from the screen's.
